KOR beta-arrestin-1 = KOR antagonists, beta-arrestin recruitment, cell-based, luminescence, uHTS (AID 1778); KOR beta-arrestin recruitment, luminescence, antagonist mode; higher % means a stronger effect; inhibition, % at 10 µM; hits with a dose series show IC50 in µM; 0.091% of 290,000 active; also: strong numbers were not always called active
GPR55 beta-arrestin = GPR55 agonists via beta-arrestin recruitment, primary screen, imaging, U2OS cells, beta-arrestin-GFP redistribution (AID 1961). U2OS GPR55 beta-arrestin-GFP redistribution imaging; higher % means a stronger effect. activation, % at 10 µM, or EC50 in µM where a hit was titrated. 0.048% of 290,000 active;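 active = activation above 40% with more than 50 cells counted in the well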;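 also: U2OS osteosarcoma cells stably expressing GPR55 and beta-arrestin-GFP; plate controls were DMSO negative control for no effect and LPI positive control for full effect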
T cell modulator = T cell immune modulation candidate. AID 2052. calls only at 7 µM. 0.068% of 330,000 active. 2C CD8+ T cell-vesicle binding, flow cytometry; hits give low values;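 active = response, share of CD8 T cells binding vesicles, and their 90th percentile fluorescence all below set limits, cut at about 80% in these data, passing the limit was not always enough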
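Test system: purified 2C TCR transgenic mouse naive CD8+ T cells. Probe or stimulus: QL9-peptide-loaded Drosophila micro-vesicles bearing Ld, ICAM-1 and B7-1. Incubation: binding step 1.5 h, 37 °C, antibody labelling 20 min, ice. Measured by: flow cytometry of vesicle-bound cells.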
NOD1 NF-kB reporter = inhibition of NOD1-driven NF-kB reporter – cell-based, luminescence, uHTS, primary screen (AID 1578) | inhibition, % at 4 µM; hits with a dose series show EC50 in µM | 1% of 290,000 active | NOD1-driven NF-kB luciferase reporter cells, luminescence; higher % means a stronger effect; in the data active = inhibition mostly above about 36%, no sharp cut-off; inactive = mostly below about 34%;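 also: HEK-293T reporter cells stimulated with the NOD1 agonist gamma-tri-DAP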
NOD2 inhibition = inhibition of NOD2-driven NF-kB reporter – cell-based, luminescence, uHTS, HEK293 (AID 1566); HEK293 NOD2/NF-kB luciferase reporter, luminescence; higher % means a stronger effect; inhibition, % at 4 µM; hits with a dose series show EC50 in µM; 0.63% of 290,000 active; also: many of its hits are not listed in these tables
Myeloid diff MLP = myeloid differentiation induction; 1% of 360,000 active; AID 624256; ER-HoxA9 myeloid progenitors, lysozyme-GFP differentiation, flow cytometry; calls only at 10 µM;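 active = normalized GFP-positive differentiation at or above the plate's own cutoff, the solvent-only control mean plus 3 SD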;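 also: cells exposed to compound for four days before flow analysis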
GPR55 antagonists = inhibition of LPI-stimulated GPR55 beta-arrestin translocation – imaging, U2OS, beta-arrestin-GFP, LPI agonist, primary screen (AID 2013). U2OS GPR55 beta-arrestin-GFP translocation imaging, LPI antagonism; higher % means a stronger effect. inhibition, % at 10 µM; hits with a dose series show IC50 in µM. 0.13% of 290,000 active;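 active = spots per cell inhibited over 60%, with over 100 cells counted and total cytoplasm intensity under 500,000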;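 also: U2OS cells stably carrying GPR55 and arrestin-GFP stimulated by 5 µM LPI near EC80; imaged beta-arrestin-GFP aggregate spots per cell after agonist stimulation; plate controls were LPI-stimulated DMSO wells for no effect and DMSO wells without LPI for full effect; some results filed as inactive read as strong as hits; confirmed hits need IC50 under 10 µM and bright autofluorescent wells are also inconclusive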
KOR beta-arrestin-2 = KOR agonists, beta-arrestin recruitment, primary screen, cell-based, luminescence, uHTS (AID 1777); KOR beta-arrestin recruitment, luminescence; higher % means a stronger effect; activation, % at 10 µM; hits with a dose series show EC50 in µM; 0.02% of 280,000 active; in the data active = activation above about 50%, passing the limit was not always enough; also: a part of the inactive calls stands beside numbers as strong as those of hits
NTR1 ag = NTR1-driven beta-arrestin-GFP spot formation – imaging, U2OS cells, high content, primary screen (AID 493036); agonist mode; 0.17% of 330,000 active; P30989; activation, % at 20 µM;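 active = activation at or above 40% of the spot to cytoplasm intensity ratio, with at least 20 cells analyzed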;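 also: 0% = DMSO without peptide and 100% = 100 nM NTR1 peptide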
Target sequence (P30989 whole entry, looked up): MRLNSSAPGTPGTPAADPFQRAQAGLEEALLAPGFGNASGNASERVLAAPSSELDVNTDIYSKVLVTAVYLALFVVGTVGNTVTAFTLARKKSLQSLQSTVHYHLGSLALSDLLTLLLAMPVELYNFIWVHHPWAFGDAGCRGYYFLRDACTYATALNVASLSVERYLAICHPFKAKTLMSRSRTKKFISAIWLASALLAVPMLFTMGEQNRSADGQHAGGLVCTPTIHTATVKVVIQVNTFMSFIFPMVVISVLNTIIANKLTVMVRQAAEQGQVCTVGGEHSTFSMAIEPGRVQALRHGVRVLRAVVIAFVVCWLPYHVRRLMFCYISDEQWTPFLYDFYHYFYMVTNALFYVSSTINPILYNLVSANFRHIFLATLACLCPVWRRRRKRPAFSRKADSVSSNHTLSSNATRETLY
T cell modulator vesicle-bound % = also measured in T cell modulator; calls as there; double positive events, %; measured here: CD8+ vesicle-bound cell fraction;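 binding gate set so that unloaded-vesicle control wells show 10% double positive cells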
NTR1 ag cell count 20 µM = recorded beside NTR1 ag, whose call it bears; cell count; measured here: cell count, cytotoxicity flag
Myeloid diff MLP GFP+ MAC1+ % = recorded beside Myeloid diff MLP, whose call it bears; GFP+ MAC1+ double positive, %; measured here: differentiation confirmed by MAC1 staining
Starred values were filed as active, the others as inactive; [ ] = dose if it differs, or a comment. Rule as the data show it, unless noted: active = inhibition above about 50%; inactive = the rest. Not all compounds are listed; count on the stated rates, not on these rows.

What do the screens show for `O=C(NCc1ccccc1)c1ccc(Br)cc1Br`?
KOR beta-arrestin-1: 8%; GPR55 beta-arrestin: 0.1%; T cell modulator: inactive; NOD1 NF-kB reporter: 4%; NOD2 inhibition: -4%; Myeloid diff MLP: inactive; GPR55 antagonists: 8%; KOR beta-arrestin-2: -0.9%; NTR1 ag: -1.6; T cell modulator vesicle-bound %: 36; NTR1 ag cell count 20 µM: 54; Myeloid diff MLP GFP+ MAC1+ %: 0.1

Results for CCC(=O)N1CCc2cc(S(=O)(=O)NC(C(=O)N3CCc4ccccc4C3)C(C)C)ccc21 (configuration not stated) ?
KOR beta-arrestin-1: -8%; GPR55 beta-arrestin: 0.0%; T cell modulator: inactive; NOD1 NF-kB reporter: 9%; NOD2 inhibition: 9%; Myeloid diff MLP: inactive; GPR55 antagonists: 13%; KOR beta-arrestin-2: -1.5%; NTR1 ag: -0.1; T cell modulator vesicle-bound %: 50; NTR1 ag cell count 20 µM: 80; Myeloid diff MLP GFP+ MAC1+ %: 0.8

What do the screens show for `CCC(C(=O)NC(CC(=O)O)c1ccc(Cl)cc1)c1ccccc1` (configuration not stated)?
KOR beta-arrestin-1: -16%; GPR55 beta-arrestin: 0.0%; NOD1 NF-kB reporter: -2%; NOD2 inhibition: 5%; Myeloid diff MLP: inactive; GPR55 antagonists: 1%; KOR beta-arrestin-2: 2.1%; NTR1 ag: -0.5; NTR1 ag cell count 20 µM: 92; Myeloid diff MLP GFP+ MAC1+ %: 0.5

Results for CCOC(=O)N1CCC(N2Cc3cccc(C(=O)Nc4ccc(N(CC)CC)cc4C)c3C2=O)CC1 ?
KOR beta-arrestin-1: -30%; GPR55 beta-arrestin: -0.1%; T cell modulator: inactive; NOD1 NF-kB reporter: -18%; NOD2 inhibition: 13%; Myeloid diff MLP: inactive; GPR55 antagonists: 0%; KOR beta-arrestin-2: -2.2%; NTR1 ag: 4.8; T cell modulator vesicle-bound %: 46; NTR1 ag cell count 20 µM: 69; Myeloid diff MLP GFP+ MAC1+ %: 1.8

How did O=C(CCN1C(=O)C2C3C=CC(C3)C2C1=O)NCCN1CCCc2ccccc21 (configuration not stated) do in these assays?
KOR beta-arrestin-1: 6%; GPR55 beta-arrestin: 0.2%; T cell modulator: inactive; NOD1 NF-kB reporter: 15%; NOD2 inhibition: 12%; Myeloid diff MLP: inactive; GPR55 antagonists: 14%; KOR beta-arrestin-2: 0.1%; NTR1 ag: -2.1; T cell modulator vesicle-bound %: 58; NTR1 ag cell count 20 µM: 66; Myeloid diff MLP GFP+ MAC1+ %: 0.6

Results for C/C(=C(\C#N)C(=O)NCCN1CCOCC1)N(C)C ?
KOR beta-arrestin-1: 35%; GPR55 beta-arrestin: 0.0%; T cell modulator: inactive; NOD1 NF-kB reporter: -13%; NOD2 inhibition: -1%; Myeloid diff MLP: inactive; GPR55 antagonists: 6%; KOR beta-arrestin-2: -2.3%; NTR1 ag: -0.4; T cell modulator vesicle-bound %: 21; NTR1 ag cell count 20 µM: 43; Myeloid diff MLP GFP+ MAC1+ %: 3.3

Results for Cc1cc(C(=O)OCC(=O)NC(C)(C)C)c2ccccc2n1 ?
KOR beta-arrestin-1: -6%; GPR55 beta-arrestin: 0.2%; T cell modulator: inactive; NOD1 NF-kB reporter: -18%; NOD2 inhibition: -3%; Myeloid diff MLP: inactive; GPR55 antagonists: -4%; KOR beta-arrestin-2: 10%; NTR1 ag: 0.8; T cell modulator vesicle-bound %: 46; NTR1 ag cell count 20 µM: 57; Myeloid diff MLP GFP+ MAC1+ %: 0.4

Results for COc1cc(/C=C/C(=O)OCC(=O)NC(=O)NC(C)(C)C)cc(OC)c1OC ?
KOR beta-arrestin-1: -9%; GPR55 beta-arrestin: 0.3%; T cell modulator: inactive; NOD1 NF-kB reporter: -35%; NOD2 inhibition: 0%; Myeloid diff MLP: inactive; GPR55 antagonists: 5%; KOR beta-arrestin-2: -5.5%; NTR1 ag: 2.9; T cell modulator vesicle-bound %: 34; NTR1 ag cell count 20 µM: 45; Myeloid diff MLP GFP+ MAC1+ %: 0.1

How did CCc1nnc(NS(=O)(=O)c2ccc(NC(=O)Nc3ccc(OC)cc3)cc2)s1 do in these assays?
KOR beta-arrestin-1: -43%[20 µM]; GPR55 beta-arrestin: 0.3%; T cell modulator: inactive; NOD1 NF-kB reporter: -21%; NOD2 inhibition: -3%; Myeloid diff MLP: inactive; GPR55 antagonists: -1%; KOR beta-arrestin-2: 9.6%; NTR1 ag: 1.0; T cell modulator vesicle-bound %: 55; NTR1 ag cell count 20 µM: 52; Myeloid diff MLP GFP+ MAC1+ %: 0.6

How did CCN1CCN(c2ncnc3c2c(-c2ccccc2)cn3-c2ccc(F)cc2)CC1 do in these assays?
KOR beta-arrestin-1: -37%; GPR55 beta-arrestin: 0.1%; T cell modulator: inactive; NOD1 NF-kB reporter: 16%; NOD2 inhibition: -3%; Myeloid diff MLP: inactive; GPR55 antagonists: -6%; KOR beta-arrestin-2: -5.5%; NTR1 ag: 3.9; T cell modulator vesicle-bound %: 35; NTR1 ag cell count 20 µM: 53; Myeloid diff MLP GFP+ MAC1+ %: 1.1

What do the screens show for `OCCC1CN(CC2CCCCC2)CCN1CC1CCCCC1` (configuration not stated)?
KOR beta-arrestin-1: -4%; GPR55 beta-arrestin: -0.1%; T cell modulator: inactive; NOD1 NF-kB reporter: -5%; NOD2 inhibition: -46%; Myeloid diff MLP: inactive; GPR55 antagonists: 2%; KOR beta-arrestin-2: 1.0%; NTR1 ag: -0.1; T cell modulator vesicle-bound %: 60; NTR1 ag cell count 20 µM: 46; Myeloid diff MLP GFP+ MAC1+ %: 0.2

What do the screens show for `NC(=O)c1cc2c(s1)-c1cc(Cl)ccc1SC2`?
KOR beta-arrestin-1: 4%; GPR55 beta-arrestin: -0.1%; T cell modulator: inactive; NOD1 NF-kB reporter: -1%; NOD2 inhibition: -8%; Myeloid diff MLP: inactive; GPR55 antagonists: 8%; KOR beta-arrestin-2: 0.6%; NTR1 ag: 2.4; T cell modulator vesicle-bound %: 24; NTR1 ag cell count 20 µM: 49; Myeloid diff MLP GFP+ MAC1+ %: 0.8

How did O=C(NCc1ccccn1)C1CCN(S(=O)(=O)N2CCC3(CC2)OCCO3)CC1 do in these assays?
KOR beta-arrestin-1: -6%; GPR55 beta-arrestin: 0.1%; T cell modulator: inactive; NOD1 NF-kB reporter: -27%; NOD2 inhibition: 13%; Myeloid diff MLP: inactive; GPR55 antagonists: 5%; KOR beta-arrestin-2: -1.7%; NTR1 ag: -1.5; T cell modulator vesicle-bound %: 9; NTR1 ag cell count 20 µM: 56; Myeloid diff MLP GFP+ MAC1+ %: 0.4

Results for CCN1C(=O)S/C(=C/c2ccc(Oc3ccc([N+](=O)[O-])cn3)c(OC)c2)C1=O ?
KOR beta-arrestin-1: -25%; GPR55 beta-arrestin: -0.1%; T cell modulator: inactive; NOD1 NF-kB reporter: 35%; NOD2 inhibition: 12%; Myeloid diff MLP: inactive; GPR55 antagonists: 13%; KOR beta-arrestin-2: -1.9%; NTR1 ag: 5.1; T cell modulator vesicle-bound %: 51; NTR1 ag cell count 20 µM: 69; Myeloid diff MLP GFP+ MAC1+ %: 0.3

Results for COc1ccc(-c2nc3n(c2C)CCC3)cc1 ?
KOR beta-arrestin-1: 15%; GPR55 beta-arrestin: -0.2%; T cell modulator: inactive; NOD1 NF-kB reporter: -8%; NOD2 inhibition: -19%; Myeloid diff MLP: inactive; GPR55 antagonists: 0%; KOR beta-arrestin-2: 1.4%; NTR1 ag: 0.0; T cell modulator vesicle-bound %: 32; NTR1 ag cell count 20 µM: 74; Myeloid diff MLP GFP+ MAC1+ %: 0.6

Already shown: an excerpt of the list.
What do the screens show for `O=C(NCc1ccccc1)c1ccc(Br)cc1Br`?
KOR beta-arrestin-1: 8%; GPR55 beta-arrestin: 0.1%; T cell modulator: inactive; NOD1 NF-kB reporter: 4%; NOD2 inhibition: -4%; Myeloid diff MLP: inactive; GPR55 antagonists: 8%; KOR beta-arrestin-2: -0.9%; NTR1 ag: -1.6; T cell modulator vesicle-bound %: 36; NTR1 ag cell count 20 µM: 54; Myeloid diff MLP GFP+ MAC1+ %: 0.1

Results for CCC(=O)N1CCc2cc(S(=O)(=O)NC(C(=O)N3CCc4ccccc4C3)C(C)C)ccc21 (configuration not stated) ?
KOR beta-arrestin-1: -8%; GPR55 beta-arrestin: 0.0%; T cell modulator: inactive; NOD1 NF-kB reporter: 9%; NOD2 inhibition: 9%; Myeloid diff MLP: inactive; GPR55 antagonists: 13%; KOR beta-arrestin-2: -1.5%; NTR1 ag: -0.1; T cell modulator vesicle-bound %: 50; NTR1 ag cell count 20 µM: 80; Myeloid diff MLP GFP+ MAC1+ %: 0.8

What do the screens show for `CCC(C(=O)NC(CC(=O)O)c1ccc(Cl)cc1)c1ccccc1` (configuration not stated)?
KOR beta-arrestin-1: -16%; GPR55 beta-arrestin: 0.0%; NOD1 NF-kB reporter: -2%; NOD2 inhibition: 5%; Myeloid diff MLP: inactive; GPR55 antagonists: 1%; KOR beta-arrestin-2: 2.1%; NTR1 ag: -0.5; NTR1 ag cell count 20 µM: 92; Myeloid diff MLP GFP+ MAC1+ %: 0.5

Screening results from PubChem.
